Assay outcomes as filed in PubChem.
mcGAS inh = cyclic GMP-AMP synthase inhibitors, mouse, primary biochemical chemiluminescence | Q8C6L5 | recombinant cGAS, Kinase-Glo ATP depletion luminescence | inhibition, % at 12.5 µM | 0.15% of 160,000 active | AID 1259399, 2018;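 also: 0% = negative control wells and 100% = reference inhibitor with no enzyme activity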
NPYLR7 agonist = agonists of mosquito NPYLR7 receptor, primary screen, cell-based, Aedes aegypti, calcium fluorescence, mosquito biting behavior; 0.15% of 270,000 active; Aedes aegypti neuropeptide Y-like receptor 7 (NPYLR7); HEK293T NPYLR7/Galpha15, GCaMP6s calcium fluorescence; activation, % at 10 µM; in the data active = activation above about 40%;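 also: 0% = vehicle and 100% = reference agonist at the receptor; some compounds past the cut are filed as inactive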
hcGAS inh = Primary biochemical luminescence assay for human cyclic GMP-AMP synthase inhibitors | Q8N884 | AID 1259398, 2018 | inhibition, % at 12.5 µM | recombinant h-cGAS, ATP depletion, Kinase-Glo luminescence | 0.081% of 290,000 active;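 also: 0% = vehicle reaction and 100% = reaction without DNA for no activity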
Target sequence (Q8N884 whole entry, looked up): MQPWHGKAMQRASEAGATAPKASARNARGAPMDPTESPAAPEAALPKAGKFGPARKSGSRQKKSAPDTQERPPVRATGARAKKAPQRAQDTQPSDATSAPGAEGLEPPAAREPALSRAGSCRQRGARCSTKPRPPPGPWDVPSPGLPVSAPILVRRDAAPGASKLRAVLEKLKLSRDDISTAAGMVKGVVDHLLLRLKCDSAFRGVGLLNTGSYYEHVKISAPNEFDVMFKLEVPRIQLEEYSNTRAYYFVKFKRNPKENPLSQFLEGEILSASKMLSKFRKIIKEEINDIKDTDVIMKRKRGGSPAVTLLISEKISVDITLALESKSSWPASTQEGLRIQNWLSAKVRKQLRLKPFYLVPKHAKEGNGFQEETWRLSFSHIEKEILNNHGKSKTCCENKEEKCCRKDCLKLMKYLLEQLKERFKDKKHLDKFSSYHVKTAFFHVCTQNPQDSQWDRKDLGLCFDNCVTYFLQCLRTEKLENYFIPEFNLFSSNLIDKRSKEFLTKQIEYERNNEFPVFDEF
* = called active by the depositor; nt = no result given; & = joins results of further samples. Rule as the data show it, unless noted: active = inhibition above about 40%; inactive = the rest.

SMILES	mcGAS inh	NPYLR7 agonist	hcGAS inh
COC(=O)N1CCN(C(C(=O)N2CCCCC2C)C2CCCC2)CC1 (stereo unspecified)	-4	-5	-4
CCC(O)C1CCN(c2ncc(C)c(N(C)C)n2)CC1 (stereo unspecified)	-5	0	-2
O=S(=O)(N=Nc1c(O)n(CO)c2ccccc12)c1ccc(Br)cc1	nt	21&0	-1&-5
COC(=O)C(C(N)=S)=P(c1ccccc1)(c1ccccc1)c1ccccc1	-6	8	-4
Cc1cc(C)cc(NCCn2c(C)cn3c4c(=O)n(C)c(=O)n(C)c4nc23)c1	nt	2	-2
CN(C)c1ccc(C(=O)Nc2ccc3oc(C4CC4)nc3c2)cc1F	nt	1	-1
CS(=O)(=O)c1nncn1-c1ccccc1	-4	4	-4
Cc1ccc(C2(O)CCN(C(=O)c3ccc(CC4CCCNC4)cc3)CC2)nc1 (stereo unspecified)	-12	2	-8
O=C1Nc2ccccc2C1=NN=CC1=C(N2CCOCC2)C(=Cc2ccccc2)CC1	-5	8	-27
Cc1cccc(C)c1C(=O)c1ccc(O)cc1O	nt	10	-1
COc1ccc(C(=O)Nc2ccc(-c3nc4ccccc4o3)cc2)cc1	-6	1	-3
O=C(CCCS(=O)(=O)Cc1ccccc1)Nc1nc2c(s1)Cc1ccccc1-2	nt	3	-4
Fc1ccc(Cc2ccc3ncc(-c4cccnc4)n3n2)cc1F	-8	-3	-5
CCc1nc2c(OCCOc3ccccc3)cccn2c1N(C)C(=O)c1cccc(OC)c1	-3	12	-5
COc1c[nH]c(C(=O)NCc2ccc(C)cc2)cc1=O	nt	4	-11
Cn1c(SCc2nc3ccccc3[nH]2)nc2ccccc21	-4	0	0
CCCN(CC(=O)N1CC(=O)N(c2cccc(C)c2)C1)C(=O)C(C)C	0	7	1
CCn1c(-c2ccccc2F)nc2cc(C(=O)NC(C)c3cn(C)nc3C)cc(NC(C)=O)c21 (stereo unspecified)	-8	19&12	0&-3
Cc1ccc(-c2ccc(OCCNS(=O)(=O)c3ccc(Br)cc3)nn2)cc1	-9	-12	-7
COCCCn1c(C(=O)Nc2cccnc2)cc2c(=O)n(C)c(=O)n(C)c21	-8	0	-6
Fc1ccc(COc2ccc(-c3nnco3)cc2)c(Cl)c1	nt	2	-5
O=S(=O)(Nc1ccc2c(c1)CCC2)c1ccc2c(c1)OCCO2	nt	7	-7
CNC(=O)NC(=O)C(C)Sc1nnc(-c2cccs2)n1CC(N)=O (stereo unspecified)	nt	-1	-1
CC(/C=C1\N=C(c2ccc(Br)cc2)OC1=O)=C\c1ccccc1	nt	-3	1
Cn1c(=O)c2c(nc(CN3CCN(Cc4ccccc4)CC3)n2CCCO)n(C)c1=O	-6	1	-5
CCCCN(Cc1cccn1Cc1ccc(Br)cc1)C(=O)CN(CCCOC)C(=O)C1C[C@H]1c1ccccc1 (stereo partly specified)	-5	-8	-18
CCOC(=O)Cn1c(=NC(=O)c2ccnn2C)sc2cc(OC)c(OC)cc21	-9	nt	-4
Cc1cc(Br)c(NC(=O)CN(Cc2ccco2)Cc2ccco2)c(Br)c1	nt	5	-7
CCc1ccc(CN2CCC(CNC(=O)Nc3ccccc3)C2)nc1 (stereo unspecified)	nt	-5	5
CCCc1cc(C(=O)OCC)nn1C1CCN(S(=O)(=O)c2cc(F)ccc2C)CC1	1	-9	4
COc1ccc(NC(=O)N2CC3CCCC32)cc1-n1nnnc1C (stereo unspecified)	-13	4	-11
CCOc1ccc(-n2c(C(C)N(CC(C)C)C(=O)c3ccc(C)c([N+](=O)[O-])c3)nc3ccccc3c2=O)cc1 (stereo unspecified)	-4	21	-3
CN1CCN(n2c3c(c(SCC(=O)NC4CCCCC4)nc2=O)CCC3)CC1	-9	-2	-10
COC(=O)Cn1nc(C)c2cnn(-c3ccccc3)c2c1=O	nt	5	-5
COc1ccc(CN(Cc2nc3cc(C)ccc3o2)C(=O)c2cccc(C#N)c2)cc1	-4	3	-2
O=C(NCC(C1CCOC1)N1CCCC1)Nc1ccccc1Cc1ccccc1 (stereo unspecified)	nt	3	-2
COC(=O)/C(=C\c1cccnc1)NC(=O)c1ccc(OCc2ccccc2)cc1	-5	9	-2
CCCSc1nc2nc3c(cn2n1)C(=O)CCC3	nt	-3	-9
CCOC(=O)Cn1c(=O)c2c(nc3n2CCN3c2ccc(CC)cc2)n(C)c1=O	-9	nt	-7
O=c1[nH]c(CCl)nc2sc3c(c12)CCN(Cc1ccccc1)C3	nt	45*	1

Part of the list above in order of number of heavy atoms, falling:
SMILES	mcGAS inh	NPYLR7 agonist	hcGAS inh
CCCc1cc(C(=O)OCC)nn1C1CCN(S(=O)(=O)c2cc(F)ccc2C)CC1	1	-9	4
O=C(NCC(C1CCOC1)N1CCCC1)Nc1ccccc1Cc1ccccc1 (stereo unspecified)	nt	3	-2
CCc1ccc(CN2CCC(CNC(=O)Nc3ccccc3)C2)nc1 (stereo unspecified)	nt	-5	5

Remaining list, next part
SMILES	mcGAS inh	NPYLR7 agonist	hcGAS inh
CCCCOc1ccc(S(=O)(=O)NCCOc2ccc(-c3ccc(OCC)cc3)nn2)cc1	-6	-2	-11
CCc1ccccc1CN1CCN(c2ccc(C(=O)N3CCCC3)cn2)CC1	-16	-8	-9
CN1CCN(C(CNS(=O)(=O)c2ccc(F)cc2)c2cccn2C)CC1 (stereo unspecified)	nt	12	1
C/C(=C/C(=O)NCCC(=O)N(C)C)c1ccc(C(F)(F)F)cc1	5	10	1
CC1CCC(NC(=O)c2ccc(SCC(=O)c3ccc(Cl)cc3)nc2)CC1 (stereo unspecified)	-3	-2	-7
COCCCN(CC(=O)Nc1cc(-c2ccccc2)nn1-c1ccc(F)cc1)C(=O)Nc1c(Cl)cccc1Cl	-5	24	-4
CCN(CC)C(=O)Oc1ccc2c(ccn2Cc2ccccc2Cl)c1NC(=O)c1c(Cl)ccc(C)c1F	-4	2	-3
Cn1c(SCC(=O)Nc2nc3ccccc3s2)nnc1-c1ccc(=O)n(C)c1	nt	2	-2
Cc1ccccc1C1c2cccn2CCCN1Cc1cccc(Oc2ccccc2)c1 (stereo unspecified)	-5	16	-4
CCOc1ccccc1OCCC(=O)Nc1ccc(NC(C)=O)c(Cl)c1	nt	-2	0
Cc1cc(C)nc(N2CCC(C(O)c3ccccc3)CC2)n1 (stereo unspecified)	-3	-4	-2
COCCN(C(=O)CCl)c1c(N)n(Cc2ccccc2)c(=O)[nH]c1=O	-5	-8	-6
CC1C(=O)N(c2ccccc2-c2ccccc2)CCN1C(=O)c1ccc(Cl)cc1Cl (stereo unspecified)	-6	-4	-5
COc1ccccc1Cn1cc(C(=O)NCc2ccc(OC)c(OC)c2)sc1=O	nt	1	-7
COc1cccc(CNc2nccn(-c3cccc(Cl)c3)c2=O)c1	nt	0	-13
CC(C)C(=O)OCCN1C(=O)c2cccc3c(N4CCOCC4)ccc(c23)C1=O	-3	18	-5
CCN1CCC(C(=O)NCc2cccnc2Oc2ccc(F)cc2F)C1 (stereo unspecified)	-16	-1	-3
O=C(NC1CCCC[C@H]1N(Cc1ccc(Cl)cc1)C(=O)c1ccccc1)C1CCCN(C(=O)Cc2cccs2)C1 (stereo partly specified)	-5	33	-4
COCCNC(=O)c1sc(=O)n(CC(=O)N(C)C)c1C	nt	-2	-4
Cc1ccc(C)n1-n1c(C)nc2sc3c(c2c1=O)CCCC3	-2	10	-3
O=C(CCC(=O)N1CCN(CC(=O)N2CCCC2)CC1)NC1CCCC1	nt	1	-5
Cc1ccc(NC(=O)C(C)n2cccn2)c(Br)c1 (stereo unspecified)	nt	2	-17
COc1ccc(C(=O)N(CC(=O)N2CCc3sccc3C2COc2cccc(F)c2)C2CC2)cc1 (stereo unspecified)	-5	-2	-4
CCCn1c(SCC(=O)NC(C)(C#N)C(C)C)n[nH]c1=O (stereo unspecified)	nt	15	-5
O=C(Nc1ccc(N2CCc3ccccc3C2)c(C(=O)NCc2cccnc2)c1)c1cc(C(F)(F)F)cc(C(F)(F)F)c1	-5	-2	-14
CC(Cc1ccsc1)NC(=O)NC(C)c1ccc(S(C)(=O)=O)cc1 (stereo unspecified)	nt	-1	-2
Cc1ccc(-c2nc3n(c2CNC(=O)c2cncc(Br)c2)CCS3)cc1	nt	25	3
Cc1cc(C(=O)NCc2cnc[nH]2)c(C)n1C1CCCCC1	nt	-7	-1
COc1cc(OC)cc(C(=O)N2CCN(c3nc(C)nc(C)c3Cc3ccccc3F)CC2)c1	-4	2	-7
N#CC(=Cc1ccc2c(c1)OCO2)c1nc2ccccc2s1	-6	5	-8
Cc1ccc2oc(=O)n(C3CCN(C(=O)c4cc(C)oc4C)CC3)c2c1	-7	30	-5
O=C(NCCc1ccccn1)c1cc2n(n1)CCN(Cc1c(Cl)cccc1Cl)C2=O	-6	15	-5
CN(C)C(=O)c1ccc(CNC(=O)c2cccc(N3CC=CC3)c2)cc1	-14	12	-6
CCN(CC)C(=O)Cn1cc(C(=O)N2CCCC2c2ccccc2OC)nn1 (stereo unspecified)	nt	4	-6
CCN(CC)c1ccc(CN(Cc2ccc(F)cc2)C(=O)NC(C)(C)C)c(OS(=O)(=O)CC)c1	-4	8	-3
CCCNc1ncc([C@@H]2C[C@H](NC(C)=O)C[C@H](C3CCCCC3)O2)cn1	-11	6	-3
COc1ccc(-c2cccc(-c3cccc(NC(=O)COc4ccccc4)c3)n2)cc1	-5	26	-7
Oc1[nH]c2ccccc2c1N=NCc1ccccc1	nt	9	-6
COC(=O)c1nn(CN2CCOCC2)c(=O)c2ccccc12	nt	8	-9
CCOC(=O)c1nn(-c2ccc(C)cc2)c(=O)cc1NCCCOC(C)C	nt	7	-5

Ordered by SMILES length (largest number first): part of the list above.
SMILES	mcGAS inh	NPYLR7 agonist	hcGAS inh
O=C(Nc1ccc(N2CCc3ccccc3C2)c(C(=O)NCc2cccnc2)c1)c1cc(C(F)(F)F)cc(C(F)(F)F)c1	-5	-2	-14
O=C(NC1CCCC[C@H]1N(Cc1ccc(Cl)cc1)C(=O)c1ccccc1)C1CCCN(C(=O)Cc2cccs2)C1 (stereo partly specified)	-5	33	-4
CCN(CC)c1ccc(CN(Cc2ccc(F)cc2)C(=O)NC(C)(C)C)c(OS(=O)(=O)CC)c1	-4	8	-3
COc1ccc(C(=O)N(CC(=O)N2CCc3sccc3C2COc2cccc(F)c2)C2CC2)cc1 (stereo unspecified)	-5	-2	-4
COc1cc(OC)cc(C(=O)N2CCN(c3nc(C)nc(C)c3Cc3ccccc3F)CC2)c1	-4	2	-7
CCCNc1ncc([C@@H]2C[C@H](NC(C)=O)C[C@H](C3CCCCC3)O2)cn1	-11	6	-3
CC(C)C(=O)OCCN1C(=O)c2cccc3c(N4CCOCC4)ccc(c23)C1=O	-3	18	-5
Cc1ccc2oc(=O)n(C3CCN(C(=O)c4cc(C)oc4C)CC3)c2c1	-7	30	-5
Cc1ccc(-c2nc3n(c2CNC(=O)c2cncc(Br)c2)CCS3)cc1	nt	25	3
CCOC(=O)c1nn(-c2ccc(C)cc2)c(=O)cc1NCCCOC(C)C	nt	7	-5
CC(Cc1ccsc1)NC(=O)NC(C)c1ccc(S(C)(=O)=O)cc1 (stereo unspecified)	nt	-1	-2
COc1cccc(CNc2nccn(-c3cccc(Cl)c3)c2=O)c1	nt	0	-13
Cc1cc(C(=O)NCc2cnc[nH]2)c(C)n1C1CCCCC1	nt	-7	-1
N#CC(=Cc1ccc2c(c1)OCO2)c1nc2ccccc2s1	-6	5	-8
COCCNC(=O)c1sc(=O)n(CC(=O)N(C)C)c1C	nt	-2	-4
Cc1ccc(NC(=O)C(C)n2cccn2)c(Br)c1 (stereo unspecified)	nt	2	-17
Oc1[nH]c2ccccc2c1N=NCc1ccccc1	nt	9	-6

Next part.
SMILES	mcGAS inh	NPYLR7 agonist	hcGAS inh
CCOC(=O)C1C(=O)NC(N2CCOCC2)=NC1C(C)C (stereo unspecified)	-5	1	-1
COCc1nc(C)nc(N2CCN(C(=O)c3cccc(C(F)(F)F)c3)CC2)c1Cc1ccc(OC)cc1	-9	nt	-12
Cc1ccc(C(=O)O)cc1S(=O)(=O)N1CCc2ccc(F)cc21	nt	-1	6
Cn1nc(C(=O)O)c2ccccc2c1=O	nt	2	-4
O=C(Nc1ccccc1C(F)(F)F)N1CCC2(CC1)SCCN2C(=O)c1ccc(C(F)(F)F)cc1	-6	-4	-10
CSc1c(C)c(C#N)c(=O)n(NC(=O)C(c2ccccc2)c2ccccc2)c1C	nt	6	-3
N#Cc1ccsc1NC(=O)Cn1c(C(F)(F)F)ccc(C(N)=O)c1=O	nt	6	-13
C#CCn1c(=NC(=O)c2coc3ccccc3c2=O)sc2cc(OC)c(OC)cc21	-8	1	-8
